From PubChem
PKA-R1A activ: activators of PKA-R1A complex. AID 504707. P00514+P68181. PKA-R1A dissociation, Cy5-IP20 fluorescence polarization; scaled: DMSO 0%, 113 µM cGMP 100%. activation, % at 11.4 µM. 340,000 tested, 0.083% active;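 active = percent activation above the mean of all tested compounds plus 3 SD, cut at about 19% in these data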;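 note: higher means more PKAc released from R1A so a rise in polarization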
Mot1-301 SUMO: blocks SUMOylation pathway, rescuing yeast Mot1-301 growth; growth rescue, % at 18.8 µM; AID 2716; 320,000 tested, 1% active; S. cerevisiae Mot1-301 growth rescue, ATP luminescence, 38.5C; percent above DMSO median, 100 means doubled;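 active = every valid replicate shows activation above 250% relative to neutral control wells; inactive = the rest, any valid replicate at or below 250%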;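 note: OY570 slx delta 5 strain wells were the positive control but not used for scaling; some compounds called inactive have numbers as strong as hits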
phage Ecoli inh: E. coli growth loss with phage present | growth absorbance | inhibition, % at 11.9 µM | 360,000 tested, 0.26% active; in the data active = inhibition above about 11%
CDK5 p35 inh: inhibitors of human CDK5/p35 kinase; Q00535+Q15078; Recombinant CDK5/p35, ADP-Glo luminescence, 60 min; inhibition, % at 10 µM; 330,000 tested, 0.01% active; AID 488839;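 active = highest replicate inhibition of at least 50% and at least 75% of replicates reaching 50%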;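 note: plate controls were DMSO neutral control for no effect and GW8510 at 10 µM for full effect; many of its hits are not listed in these tables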
Target sequence (Q00535 whole entry, looked up): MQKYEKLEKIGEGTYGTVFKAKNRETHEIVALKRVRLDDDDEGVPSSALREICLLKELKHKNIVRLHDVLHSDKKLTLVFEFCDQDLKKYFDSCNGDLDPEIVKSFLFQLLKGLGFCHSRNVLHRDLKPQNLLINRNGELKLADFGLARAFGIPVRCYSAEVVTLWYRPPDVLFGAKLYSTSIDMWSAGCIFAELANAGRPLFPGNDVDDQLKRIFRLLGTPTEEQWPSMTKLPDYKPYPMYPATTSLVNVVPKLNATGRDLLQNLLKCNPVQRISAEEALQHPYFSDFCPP
Target sequence (Q15078 whole entry, looked up): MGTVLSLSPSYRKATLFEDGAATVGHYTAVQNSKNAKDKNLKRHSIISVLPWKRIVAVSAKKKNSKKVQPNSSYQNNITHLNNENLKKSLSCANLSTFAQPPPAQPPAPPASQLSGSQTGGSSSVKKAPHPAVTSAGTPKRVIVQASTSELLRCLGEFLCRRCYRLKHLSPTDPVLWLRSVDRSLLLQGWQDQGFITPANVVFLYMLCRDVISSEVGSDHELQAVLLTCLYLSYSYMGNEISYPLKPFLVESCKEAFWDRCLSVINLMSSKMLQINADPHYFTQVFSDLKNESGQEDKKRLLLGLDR
HTR5A inv ag: HTR5A inverse agonism, opioid heterodimer counter-screen; HTR5A cell line, luminescence; inhibition, % at 9.3 µM; 340,000 tested, 0.083% active; in the data active = inhibition mostly above about 23%, no sharp cut-off; inactive = mostly below about 18%;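 note: 0% = cells with DMSO and 100% = no-cell wells with DMSO; some compounds called inactive have numbers as strong as hits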
PKA-R2B act: PKA-R2B complex activation | activation, % at 11.4 µM | AID 504700 | P22694+P31323 | PKA-R2B holoenzyme dissociation, Cy5-IP20 fluorescence polarization; R2B truncated from residue 108, S112A mutant; 0% DMSO only, 100% 113 µM cGMP | 340,000 tested, 0.079% active;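 active = activation above a cutoff set at the mean over all compounds plus 3 SD, cut at about 18% in these data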;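 note: higher means more holoenzyme dissociation and a rise in polarization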
Target sequence (P31323 whole entry, looked up, other chains not shown, the tested form may be a part): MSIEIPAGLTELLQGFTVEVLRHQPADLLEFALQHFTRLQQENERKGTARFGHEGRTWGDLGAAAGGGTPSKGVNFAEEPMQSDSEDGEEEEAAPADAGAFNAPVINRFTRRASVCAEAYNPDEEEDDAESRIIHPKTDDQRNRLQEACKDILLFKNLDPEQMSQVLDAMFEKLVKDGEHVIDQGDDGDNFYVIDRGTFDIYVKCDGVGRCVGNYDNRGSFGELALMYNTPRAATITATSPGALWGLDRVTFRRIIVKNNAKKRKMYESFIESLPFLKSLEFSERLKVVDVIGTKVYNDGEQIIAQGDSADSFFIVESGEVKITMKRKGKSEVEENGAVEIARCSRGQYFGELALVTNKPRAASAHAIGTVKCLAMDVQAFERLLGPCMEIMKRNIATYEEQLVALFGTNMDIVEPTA
AddAB inh: less growth of phage-infected E. coli with AddAB; E. coli expressing H. pylori AddAB, absorbance growth; inhibition, % at 11.9 µM; 330,000 tested, 0.29% active; in the data active = inhibition above about 12%;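 note: 0% = vehicle wells of infected cells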
DAGLB inh: blocks human DAGLB lipase activity | HEK293T DAGLB membrane lysate, EnzChek fluorogenic substrate | 340,000 tested, 0.059% active | Q8NCG7 | inhibition, % at 5.17 µM; in the data active = inhibition above about 34%;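 note: 0% = enzyme with vehicle and 100% = wells lacking enzyme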
Ecoli viability: bacterial growth inhibition, counter-screen for AddAB inhibitors; inhibition, % at 11.9 µM; AID 449728; E. coli V3065 growth, OD600 absorbance, 18 h; 330,000 tested, 0.27% active;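 active = inhibition above the campaign's mean inhibition across all tested compounds plus 3 SD, cut at about 9.9% in these data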;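 note: uninfected addAB+ strain grown without phage in ampicillin broth; 0% = DMSO wells and 100% = ciprofloxacin 0.95 µg/ml wells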
Tat export inh: E. coli Tat transport inhibition | 340,000 tested, 0.036% active | E. coli MC4100 TorA-mCherry Tat export, fluorescence | inhibition, % at 10 µM;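 active = mean replicate inhibition at least 50% and at least half of replicates individually reaching 50%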;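 note: exported cargo escapes ClpAP degradation while cytoplasmic cargo is degraded and loses fluorescence; 0% = median of neutral control wells and 100% = median of NaSCN control wells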
HTR5A ag ctr: counter-screen for OPRM1-OPRD1 agonists: human HTR5A agonism; HTR5A agonist assay, luminescence, cell-based; AID 504692; 340,000 tested, 0.61% active; activation, % at 9.3 µM; in the data active = activation mostly above about 9.5%, no sharp cut-off; inactive = mostly below about 7.6%;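 note: 0% = cells with vehicle only and 100% = reference agonist; strong numbers were not always called active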
Starred values were filed as active, the others as inactive; . = no result given. Random draw from the library; 2.3% or so of the library scored in one or more.

SMILES	PKA-R1A activ	Mot1-301 SUMO	phage Ecoli inh	CDK5 p35 inh	HTR5A inv ag	PKA-R2B act	AddAB inh	DAGLB inh	Ecoli viability	Tat export inh	HTR5A ag ctr
CCOC(=O)CN1CC23C=CC(O2)C(C(=O)Nc2cc(OC)ccc2OC)C3C1=O (stereo unspecified)	2	-10	3.3	0.6	12	-1	1.9	-4	-0.9	0	-5
COc1ccc(N2CC(C(=O)N3CCN(c4ccccc4OC)CC3)CC2=O)cc1 (stereo unspecified)	-1	5	1.5	-1.3	3	1	3.4	-1	-1.5	-1	1
Cc1cc(C)cc(NC(=O)N2CCN(Cc3ccc4c(c3)OCO4)CC2)c1	2	4	2.5	1.2	4	-1	1.1	-1	0.4	-3	-1
CC1CCN(c2ccccc2NC(=S)NC(=O)c2cccs2)CC1	-1	.	1.9	-1.9	-2	-2	-2.1	-11	0.1	-10	1
Cc1ccc(CNC(=O)c2cccc(OCc3c(C)noc3C)c2)cc1	-8	1	3.1	-0.5	13	-1	-0.7	-2	2.0	-4	-5
CCN1C(=O)C(C(=O)Nc2ccc(OC)cc2)C2CC1(C)Oc1ccccc12 (stereo unspecified)	-15	.	2.6	-2.0	-7	-21	0.6	1	3.5	5	3
Cc1ccc2occ(C3N[C@H](C(=O)O)CS3)c(=O)c2c1 (stereo partly specified)	4	.	2.6	-0.8	3	6	1.7	2	0.7	15	-1
Cc1ccc([N+](=O)[O-])cc1S(=O)(=O)Nc1ccc(-c2ccc(N3CCOCC3)nn2)cc1	-7	11	3.5	0.4	-3	-7	-0.3	4	-0.5	5	4
CCN(Cc1ccncc1)C(=O)c1ccc(C)o1	-6	9	-2.4	-1.2	16	-6	1.0	0	1.4	-5	-2
COc1cc2c(c(OC)c1OC)-c1ccc(OC)c(=O)cc1C(NC(C)=O)CC2 (stereo unspecified)	-6	181	1.2	-1.0	9	0	1.8	-1	-0.2	-4	-2
CCc1nc(SCC(=O)c2ccc3c(c2)OCCO3)c2ccccc2n1	-9	-4	3.3	-0.1	-4	-2	-2.9	-11	-0.1	17	0
CCNS(=O)(=O)c1ccc(OC)c(C)c1	-3	53	0.5	-0.9	6	-13	1.3	-2	0.7	-2	-5
O=C(NCC(c1ccco1)N1CCCCC1)c1cc2c(s1)CCCC2 (stereo unspecified)	10	-4	1.8	-5.3	5	4	1.8	-3	-1.8	-5	-2
CCOc1ccc(CCNC(=O)c2ccc(=O)[nH]c2)cc1OCC	-4	1	2.8	0.6	-9	6	1.9	-5	0.2	-4	4
CCOC(=O)c1ccc2[nH]c(C)c(C)c2c1	-11	-9	4.4	-0.2	6	7	0.9	-1	2.4	0	-2
COc1cc(NC(=O)c2cccnc2)c(OC)cc1NC(=O)c1ccc(Br)cc1	12	4	.	0.2	7	-11	1.4	-1	-0.3	-3	10
CCc1ccc(C(=O)NNC(=O)CN2C(=O)NC(CC)(c3ccccc3)C2=O)cc1 (stereo unspecified)	4	-9	1.4	1.1	-20	-12	-0.8	-1	0.4	-1	-3
CC(C)(C)OC(=O)N1CCC(C(=O)Nc2ccc(C(=O)NC3CC3)cc2)CC1	-7	.	6.1	-2.5	2	-8	.	0	.	8	-1
O=C(CCSc1ccccc1)OCn1nnc2ccccc2c1=O	1	17	4.0	-1.9	-9	2	0.9	-1	-1.8	0	3
CC(C)NS(=O)(=O)c1ccc(NCCCn2ccnc2)c([N+](=O)[O-])c1	-1	11	0.2	0.3	-18	1	2.1	0	-1.4	-7	6
Cc1cccc(NC(=O)C2CCCCN2S(=O)(=O)c2ccccc2)c1C (stereo unspecified)	-3	4	1.9	-4.2	7	-4	2.9	-4	1.2	3	-2
N#Cc1cnc(SCC(=O)N2CCCCC2)nc1N	-15	-1	1.5	0.1	-6	-1	-3.8	-1	0.3	-2	2
Cc1nn2c(-c3cccc(NC(=O)c4ccco4)c3)nnc2c2ccccc12	-3	-7	-0.2	0.1	5	-4	-0.1	-1	-1.8	-2	3
CC(NC(=O)C1CCC(C)(C(=O)O)C1(C)C)c1ccccc1 (stereo unspecified)	-8	-19	-2.6	-0.1	-7	-4	-0.1	1	-0.6	8	2
CN1CCN(S(=O)(=O)c2ccc(CNC(=O)c3ccccc3)s2)CC1	-10	-8	-0.2	-0.1	-11	-5	1.1	-4	1.3	5	3

Some of these compounds in order of molar mass, ascending.
SMILES	PKA-R1A activ	Mot1-301 SUMO	phage Ecoli inh	CDK5 p35 inh	HTR5A inv ag	PKA-R2B act	AddAB inh	DAGLB inh	Ecoli viability	Tat export inh	HTR5A ag ctr
CCNS(=O)(=O)c1ccc(OC)c(C)c1	-3	53	0.5	-0.9	6	-13	1.3	-2	0.7	-2	-5
O=C(NCC(c1ccco1)N1CCCCC1)c1cc2c(s1)CCCC2 (stereo unspecified)	10	-4	1.8	-5.3	5	4	1.8	-3	-1.8	-5	-2
CCc1ccc(C(=O)NNC(=O)CN2C(=O)NC(CC)(c3ccccc3)C2=O)cc1 (stereo unspecified)	4	-9	1.4	1.1	-20	-12	-0.8	-1	0.4	-1	-3

Later entries
SMILES	PKA-R1A activ	Mot1-301 SUMO	phage Ecoli inh	CDK5 p35 inh	HTR5A inv ag	PKA-R2B act	AddAB inh	DAGLB inh	Ecoli viability	Tat export inh	HTR5A ag ctr
CCCc1cc(=O)[nH]c(SCC(=O)c2c[nH]c3ccccc23)n1	-3	-1	2.3	0.5	-15	-5	-0.7	-1	-2.6	-5	6
Cc1ccc(NCc2nnc(SCC(=O)N3c4ccccc4Sc4ccccc43)o2)c(C)c1	-3	92	-1.5	-1.1	3	-6	1.7	2	3.8	7	8
CCc1cccc(NC(=O)CSc2nnc(Cc3ccc(OC)cc3)c(=O)[nH]2)c1	-1	6	4.6	-0.6	13	6	9.2	7	-1.7	-2	-5
CCOc1ccc(C(=O)NCC2(c3ccccc3)CCOCC2)cc1	-7	2	4.3	-4.9	-21	11	2.2	4	0.9	-3	8
CCOC(=O)C1=C(N)OC2=C(C(=O)CCC2)C1c1ccc(C)s1 (stereo unspecified)	0	-14	1.6	-0.2	2	-5	0.9	-1	0.6	0	-3
NS(=O)(=O)c1ccc(NC(=O)CN2CCc3ccccc32)cc1	-7	32	-0.7	0.1	16	11	-0.4	0	-3.0	6	-4
CCN1C(=O)C2(C(C#N)=C(N)Oc3n[nH]c(-c4ccc(Cl)cc4)c32)c2ccccc21 (stereo unspecified)	-5	332	3.0	-0.2	-29	-1	-2.6	-3	-0.8	6	11
COc1ccccc1NC(=O)N1CCCC1C(=O)NC12CC3CC(CC(C3)C1)C2 (stereo unspecified)	-16	70	2.9	0.6	-3	1	-0.4	-3	-1.1	-3	2
NS(=O)(=O)c1cccc(NC(=O)C(Cc2ccccc2)NC(=O)c2ccccc2)c1 (stereo unspecified)	3	13	4.4	-4.5	-8	-7	1.1	-1	2.1	4	3
CC(C)S(=O)(=O)c1csc(C(=O)NN)c1-n1cccc1	-3	21	-2.3	-0.9	3	11	4.3	2	-1.2	-1	3
CCOc1cc(/C=N/NC(=O)C2CC2)ccc1OC(C)C	-5	-4	2.9	-0.9	7	-7	.	1	.	0	-2
O=C1c2ccccc2C(=O)N1CSc1ncccn1	0	.	1.3	-1.3	17	3	1.1	0	1.3	-4	-7
O=C(CN1C(=O)c2ccccc2S1(=O)=O)NCc1ccc2c(c1)OCO2	-12	192	3.0	2.1	9	-1	1.0	4	-1.3	-4	3
CCOc1cc(C(=S)N2CCOCC2)ccc1OS(=O)(=O)c1ccc(Br)cc1	-9	-22	1.1	-2.4	8	-9	0.5	-1	-2.0	11	-2
c1ccc(-c2nc(NCc3ccco3)c3ccccc3n2)cc1	-13	9	4.0	2.0	3	-12	0.7	-5	0.1	5	1
CCS(=O)(=O)Nc1ccc(-c2nc3cccnc3s2)cc1	-8	-14	1.5	-0.8	-21	-5	-0.3	-1	-0.3	-1	4
COC(=O)[C@@]12CCCCN1[C@H](c1ccc(-c3ccc(C(C)=O)cc3)c(OC)c1)[C@@H]1C(=O)N(C)C(=O)[C@@H]12	-6	8	-0.5	1.7	-7	-6	0.0	3	-0.9	11	-2
Cc1cccc2nc(CSc3nc4cc([N+](=O)[O-])ccc4s3)cn12	0	25	5.1	3.0	3	-9	3.2	0	1.7	1	-1
O=C1CCN(Cc2ccc(Br)cc2)CCN1[C@H](CO)c1ccccc1	-9	14	2.2	-0.9	0	-10	1.1	0	-1.7	-8	5
COc1cccc(N=Nc2ccc(O)c3ncccc23)c1	3	-27	13*	0.6	19	-12	8.2	26	6.5	-14	-8
Cc1ccc(C(=O)O/N=C\c2ccc(N3CCOCC3)c([N+](=O)[O-])c2)cc1	-5	49	0.7	-1.8	-4	3	4.0	-2	1.5	0	1
CCOC(=O)C1CCCN(S(=O)(=O)c2ccc(S(=O)(=O)N(CC)CC)cc2)C1 (stereo unspecified)	2	.	2.3	-1.0	-9	-8	-0.5	-4	-0.4	-2	10

Grouped by structure: the entries above containing four or more nitrogen atoms.
SMILES	PKA-R1A activ	Mot1-301 SUMO	phage Ecoli inh	CDK5 p35 inh	HTR5A inv ag	PKA-R2B act	AddAB inh	DAGLB inh	Ecoli viability	Tat export inh	HTR5A ag ctr
Cc1ccc([N+](=O)[O-])cc1S(=O)(=O)Nc1ccc(-c2ccc(N3CCOCC3)nn2)cc1	-7	11	3.5	0.4	-3	-7	-0.3	4	-0.5	5	4
CCc1ccc(C(=O)NNC(=O)CN2C(=O)NC(CC)(c3ccccc3)C2=O)cc1 (stereo unspecified)	4	-9	1.4	1.1	-20	-12	-0.8	-1	0.4	-1	-3
CC(C)NS(=O)(=O)c1ccc(NCCCn2ccnc2)c([N+](=O)[O-])c1	-1	11	0.2	0.3	-18	1	2.1	0	-1.4	-7	6
N#Cc1cnc(SCC(=O)N2CCCCC2)nc1N	-15	-1	1.5	0.1	-6	-1	-3.8	-1	0.3	-2	2
Cc1nn2c(-c3cccc(NC(=O)c4ccco4)c3)nnc2c2ccccc12	-3	-7	-0.2	0.1	5	-4	-0.1	-1	-1.8	-2	3
Cc1ccc(NCc2nnc(SCC(=O)N3c4ccccc4Sc4ccccc43)o2)c(C)c1	-3	92	-1.5	-1.1	3	-6	1.7	2	3.8	7	8
CCc1cccc(NC(=O)CSc2nnc(Cc3ccc(OC)cc3)c(=O)[nH]2)c1	-1	6	4.6	-0.6	13	6	9.2	7	-1.7	-2	-5
CCN1C(=O)C2(C(C#N)=C(N)Oc3n[nH]c(-c4ccc(Cl)cc4)c32)c2ccccc21 (stereo unspecified)	-5	332	3.0	-0.2	-29	-1	-2.6	-3	-0.8	6	11
Cc1cccc2nc(CSc3nc4cc([N+](=O)[O-])ccc4s3)cn12	0	25	5.1	3.0	3	-9	3.2	0	1.7	1	-1
